Vif-A3F inh: blocks the Vif interaction with APOBEC3F. HeLa A3F-eYFP + Vif (tagged APOBEC3F with the HIV-1 protein that degrades it), YFP fluorescence increase. Potency, µM (titrated, usually from 46.1 µM), without a hit: top-dose activity, negative = active. 390,000 compounds, 0.2% hits. AID 602313; also: potency is read from the fitted curve at half-maximal effect; % of control where 0% means no effect; nearly all actives have a fitted effect of over 65% in size
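HeLa cells stably expressing A3F-eYFP plus Vif, plated and incubated overnight at 37 deg C, then exposed to compounds overnight at 37 deg C. Blocked degradation read as raised yellow fluorescence (Ex 488/Em 500-530).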
D2 ag: agonists of human D2 dopamine receptor; 340,000 compounds, 0.53% hits; P14416; activation, % at 2 µM; HEK293 T-REx D2 cells, calcium flux agonist mode;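 active = activation over 3 SD above normal in the single-dose calcium agonist read, cut at about 30% in these data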; also: 0% is about no effect
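Calcium-flux readout, 1 cycle/sec over 180 s following compound pin transfer, in inducible HEK293 Trex D2 cells (force-coupled); dopamine controls included. Positive calcium responses during this window marked compounds as potential agonists.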
12-LOX inh: ALOX12 (human) lipoxygenase inhibition | purified 12hLO, xylenol orange hydroperoxide absorbance | Potency, µM (doses to about 108 µM), for inactives: top-dose activity change, negative = inhibition, actives largely listed as inhibitors | P18054 | 580,000 compounds, 1.1% hits; also: potency is read from the fitted curve at half-maximal effect; % is scaled to controls: 0 for no effect and ±100 for the full control effect
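Purified human 12hLO at 150 nM in 25 mM Hepes, 0.01% Triton X-100, pH 7.0, preincubated 15 min at room temperature with compound. Reaction started with 40 uM arachidonic acid, 30 min at room temperature. Hydroperoxide measured by Fe-xylenol orange, 573/405 nm absorbance ratio.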
LDHA block: blocks human lactate dehydrogenase A; P00338; purified LDHA, NADH/diaphorase-resazurin fluorescence; stronger effect = lower value; activity change, % (values are at about 110 or 230 µM); 480,000 compounds, 0.15% hits; AID 1347041; in the data active = activity change below about -30%; inconclusive = mostly about -25% to -30%;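 also: plate controls were DMSO wells for no effect and wells without enzyme for full effect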
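Human LDH5 at 2 nM final in Tris HCl pH 7.4 with 0.06 mM NADH and 0.2 mM pyruvate, reacted 5 minutes at room temperature. Remaining NADH coupled via diaphorase/resazurin; resorufin fluorescence read at 0 and 20 minutes, normalized to enzyme-free and DMSO wells.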
GRP78 ERSR act: induces the endoplasmic reticulum stress response in human glioma cells; U87-MG GRP78 promoter luciferase reporter, 16 h; Potency, µM, inactives show at the highest dose activation, usual class: activators; 420,000 compounds, 0.02% hits; also: potency is read from the fitted curve at half-maximal effect; series mostly up to about 76 µM; % of control where 0% means no effect; nearly all actives have a fitted effect of over 35% in size
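Stably transfected U87-MG human glioma cells carrying a GRP78-based luminescent sensor were seeded at 1000 cells/well, pin-dosed with compounds and incubated 16 h. Luciferase reagent was then added, and end-point luminescence was read after 10 min at room temperature.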
ERG-DNA inh: inhibitors of human ERG Ets domain-DNA interaction. 370,000 compounds, 0.028% hits. fluorescence polarization, His-ERG Ets domain / labelled DNA. Potency, µM (doses to about 76.9 µM), for the others: at the highest dose FP activity, negative = inhibition, hits mostly inhibitors. P11308; active = well fitted inhibition curve with a large enough effect in the polarisation, with a control signal flat; inconclusive = small, poorly fitted or top-dose-only effect, or effect the other way, or a change in a side signal; inactive = no such curve, though single readings can be large or run the other way; the % refers to the polarisation;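 also: polarization taken with two DNA probes labelled with fluorescein and Texas red; potency is read from the fitted curve at half-maximal effect; % of control where 0% means no effect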
Target sequence (P11308 whole entry, looked up, the tested form may be a part): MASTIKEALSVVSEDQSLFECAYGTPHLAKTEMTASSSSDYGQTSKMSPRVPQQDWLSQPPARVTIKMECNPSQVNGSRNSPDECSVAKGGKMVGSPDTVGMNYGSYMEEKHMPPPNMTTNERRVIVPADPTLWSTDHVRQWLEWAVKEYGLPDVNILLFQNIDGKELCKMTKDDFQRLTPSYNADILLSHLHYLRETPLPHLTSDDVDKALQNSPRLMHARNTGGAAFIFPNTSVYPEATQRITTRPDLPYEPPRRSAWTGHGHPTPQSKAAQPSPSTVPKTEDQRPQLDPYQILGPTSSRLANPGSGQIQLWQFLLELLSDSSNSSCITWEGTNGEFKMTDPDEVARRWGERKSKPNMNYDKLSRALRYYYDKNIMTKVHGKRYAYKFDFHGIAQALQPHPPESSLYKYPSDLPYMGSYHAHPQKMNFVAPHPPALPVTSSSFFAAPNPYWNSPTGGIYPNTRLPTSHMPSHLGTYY
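His-tagged ERG Ets domain (1 uM in the protein solution; 300mM KCl, 50mM Tris-HCl, 1mM EDTA, 1mM DTT, pH 7.5) received compound, then a probe mix of 5 nM fluorescein-DNA and 100nM Texas-615-DNA. Fluorescence polarization was read for both dyes.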
RGS4 inhibitor: blocks human RGS4-accelerated GTP hydrolysis | P49798 | Transcreener GDP fluorescence polarization, RGS4-accelerated GTP hydrolysis | Potency, µM (series often up to 114 µM), inactives show at the highest dose activity change, negative = inhibition, most hits filed as inhibitors | 390,000 compounds, 0.039% hits | AID 504845; also: potency is read from the fitted curve at half-maximal effect; % is scaled to controls: 0 for no effect and ±100 for the full control effect; nearly all actives have a fitted effect of over 75% in size; some results filed as inactive show a strong effect at the top dose
Target sequence (P49798 whole entry, looked up): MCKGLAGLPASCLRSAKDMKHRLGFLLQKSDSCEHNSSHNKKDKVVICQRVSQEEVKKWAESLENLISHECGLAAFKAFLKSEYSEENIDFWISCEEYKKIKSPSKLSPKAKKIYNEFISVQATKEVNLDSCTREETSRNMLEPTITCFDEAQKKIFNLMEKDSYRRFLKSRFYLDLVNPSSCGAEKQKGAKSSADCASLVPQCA
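MLSMR compounds (23 nl, pin-transferred) preincubated 10 min at room temperature with a 500nM (2x) first reagent, then RGS4 at 900nM (2x) plus Transcreener GDP mix added; fluorescence polarization (620/688 nm) read before and after 90 min at 30 °C.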
Vif-A3G inh: blocks the Vif interaction with human APOBEC3G; AID 602310; 410,000 compounds, 0.076% hits; Q9HC16; Potency, µM (series often up to 46.1 µM), without a hit: at the highest dose activity, negative = active, actives largely listed as inhibitors; HeLa A3G-eYFP + Vif (tagged APOBEC3G with the HIV-1 protein that degrades it), YFP fluorescence, overnight;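 also: potency is read from the fitted curve at half-maximal effect; % is scaled to controls: 0 for no effect and ±100 for the full control effect; nearly all actives have a fitted effect of over 60% in size; hits raise eYFP signal because A3G escapes Vif-driven loss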
Target sequence (Q9HC16 whole entry, looked up): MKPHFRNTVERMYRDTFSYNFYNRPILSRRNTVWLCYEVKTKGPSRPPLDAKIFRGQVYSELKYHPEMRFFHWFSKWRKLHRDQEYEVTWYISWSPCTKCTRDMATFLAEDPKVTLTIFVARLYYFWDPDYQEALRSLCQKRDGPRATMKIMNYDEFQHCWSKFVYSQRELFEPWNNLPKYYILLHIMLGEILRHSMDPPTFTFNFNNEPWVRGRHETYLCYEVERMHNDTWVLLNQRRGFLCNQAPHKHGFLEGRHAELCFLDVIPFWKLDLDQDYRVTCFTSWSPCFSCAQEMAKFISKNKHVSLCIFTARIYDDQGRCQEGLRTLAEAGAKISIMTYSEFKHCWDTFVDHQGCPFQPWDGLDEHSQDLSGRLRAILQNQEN
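Read-out is eYFP fluorescence (Ex 488/Em 500-530) from Vif-expressing HeLa A3G-eYFP cells; more signal means A3G escaped Vif-mediated degradation. Cells plated overnight, compound pinned in, incubated overnight at 37 deg C.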
D2 antagonist: D2 dopamine receptor (human) antagonism. P14416. HEK293 TREx D2 cells, calcium flux, dopamine EC80. inhibition, % at 10 µM. 340,000 compounds, 2% hits. AID 485344; in the data active = inhibition above about 30%; also: 0% is about no effect
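Overnight-induced (tetracycline, 30 C) HEK293 T-REx cells carrying force-coupled D2 receive a no-wash calcium dye, then compound, then EC80 dopamine at 180 s; signals are read kinetically throughout.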
* = called active by the depositor; i = inactive; ? = inconclusive; · = not tested or not shown; & = joins results of further samples; [ ] = dose if it differs, or a comment. Unless noted, calls follow the shape of the dose curve; as a rule, active = well fitted curve in the direction sought with a large enough effect; inconclusive = small, poorly fitted or top-dose-only effect, or another doubt; inactive = no such curve, though single readings can be large; an effect the other way counts as inactive or inconclusive.

SMILES	Vif-A3F inh	D2 ag	12-LOX inh	LDHA block	GRP78 ERSR act	ERG-DNA inh	RGS4 inhibitor	Vif-A3G inh	D2 antagonist
CCOC(=O)Cn1nc(C)cc1NC(=O)c1cc(OC)c(OC)c(OC)c1	-1%	-0.8	2%	-5	7%	-7%	19%	0%	17
CC1Cc2ccccc2N1CC(=O)Nc1ccc(N2CCOCC2)cc1 (stereo not given)	6%	0.7	-4%	-4	2%	-2%	-11%	-1%	-1
CCOC(=O)Cc1csc(NC(=O)c2sc3nc4cc(C)ccc4cc3c2N)n1	?	13	?	-7	-1%	1%	-23%	?	-6
COc1ccc(/C=[N+](\[O-])C2N(c3ccccc3)C(=S)SC2(C)C)cc1OC (stereo not given)	1%	·	0%	-3	-3%	0%	13%	0%	·
Cc1ccccc1NS(=O)(=O)c1ccc(C(=O)NNC(=O)c2ccccc2O)cc1	5%	1.0	-21%	5	-3%	-3%	-39%	-8%	11
CNC(=S)Nc1ccc([N+](=O)[O-])cc1C	3%	0.7	?	-11	-3%	5%	-22%	2%	-1
COc1ccc(N(C(=O)c2ccco2)C(C(=O)NC2CCCC2)c2cccs2)cc1 (stereo not given)	-9%	-2.1	1%	-4	6%	0%	-13%	6%	7
COc1ccc2ccccc2c1CNC(=O)CC1C(=O)NCCN1CC(C)C (stereo not given)	?	-1.9	-6%	20	-4%	-10%	-12%	-14%	5
CCn1nc(C(=O)OCc2c(C)noc2C)c2ccccc2c1=O	-1%	0.3	-4%	-5	0%	0%	27%	1%	·
Cc1sc2ncnc(N3CCC(C(=O)N(C)CC(=O)Nc4ccc(Cl)c(C(F)(F)F)c4)CC3)c2c1C	-22%	1.3	0%	-1	-6%	-4%	-12%	2%	0
CSCCC(NC(=O)C1CCC(C)CC1)C(=O)N1CCN(c2ccccn2)CC1 (stereo not given)	-4%	0.1	-14%	-8	-2%	-2%	-4%	1%	-15
COc1cc(NC(=O)COC(=O)CCOc2ccc(C)cc2)cc(OC)c1	8%	-0.5	11%	2	-3%	-10%	-14%	0%	-1
Cc1ccc(-n2c(SCC(=O)OC(C)C)nnc2-c2cnccn2)cc1	3%	0.0	0%	-14	-3%	2%	2%	0%	-4
CN1CCC(N(C)C(=O)CNC(=O)c2ccc(C(C)(C)C)cc2)CC1	-3%	0.3	-7%	-6	-4%	0%	-14%	1%	4
CCOc1ccccc1N(CC(=O)N1CCc2ccccc2C1)S(=O)(=O)c1ccccc1	2%	·	-8%	-9	-3%	6%	4%	-3%	·
CCOc1ccc(NC(=O)CN2CCN(CC(=O)c3ccc(OC)c(OC)c3)CC2)cc1	0%	0.0	0%	-1	-2%	0%	-9%[11.4 µM]	0%	-27
COc1ccc(NC2=C(C(C)=O)C(c3ccc(OC)cc3)C(C(C)=O)C(C)(O)C2)cc1 (stereo not given)	0%	0.3	-27%	-4	1%	5%	4%	-2%	6
CCn1c(=O)c2cc(C(=O)NCCCN3CCN(c4ccc(F)cc4)CC3)sc2c2ccccc21	-5%	5.6	-24%	2	-3%	-13%	-4%	0%	·
CCOC(=O)c1cnc2c(ccc3ccccc32)c1Nc1ccc(OC)c(OC)c1	-4%	9.0	-28%	1	-3%	1%	-9%	?	·
COc1ccc(C(=O)NNC(=O)CCn2nnc(-c3ccc(C)cc3)n2)cc1OC	0%	-0.5	i	-14	-11%	-6%	9%	2%	-1
COCCCNC(=O)N1c2ccccc2Sc2ccccc21	1%	-0.1	-1%	-12	4%	7%	27%	-2%	-21
CCCCNC(=O)CNC(=O)c1nn(-c2ccc(OC)c(Cl)c2)c(=O)c2ccccc12	10%	0.9	37%	-8	-5%	-6%	3%	-1%	-6
COc1ccc(Nc2c3c(nc4ccccc24)CCC3)c(OC)c1	15%	-0.7	-2%	-2	-5%	-23%	-13%	-15%	-2
CCc1ccc(NC(=O)CSc2nc(C)c(C(=O)Nc3ccc(Cl)cc3)c(-c3ccc(OC)cc3)c2C#N)cc1	1%	0.0	-1%	-2	-2%	-1%	3%	-5%	·
CN(Cc1nc(-c2ccccc2)no1)C(=O)c1ccco1	-5%	0.5	-2%	-4	2%	2%	21%	1%	-12
CCOC(=O)c1cc2c(=O)[nH]ccc2nc1C(F)(F)F	3%	0.7	-4%	-5	-4%	-1%	-8%	-2%	-14
COc1ccccc1-c1noc(-c2ccc(N3CCN(C)CC3)c([N+](=O)[O-])c2)n1	-5%	-0.2	-17%	-4	-1%	2%	-15%	5%	·
Cn1ccc2cc(S(=O)(=O)N3CCN(C(=O)Nc4cccc(F)c4)CC3)ccc21	-4%	0.6	?	-1	-2%	4%	-23%	1%	·
CCOC(=O)c1ccc(N=C2SC(C(=O)Nc3ccc(C(=O)O)cc3)CC(=O)N2Cc2cccs2)cc1 (stereo not given)	2%	-1.1	-29%	-3	0%	6%	-15%	3%	12
Cn1c(CC(=O)Nc2ccc(Cl)cc2)nnc1SCC(=O)N1CCOCC1	0%	0.2	0%	-2	-1%	-1%	-1%	0%	-6
Cc1ccc2nc(SCC(=O)N(CC(C)C)c3c(N)n(Cc4ccccc4)c(=O)[nH]c3=O)[nH]c2c1	1%	-0.7	-28%	-12	1%	-1%	18%	2%	15
CC(=O)c1cc(C(C)=O)c(C)nc1C	5%	0.7	-16%	-3	-5%	-16%	-24%	-2%	3
Cn1c(CSc2ncn[nH]2)nc2ccccc21	-5%	0.9	-1%	-6	1%	-1%	-22%	1%	-1
CC(=O)c1ccc(N2CCN(C(=O)c3cccc(Oc4ccccc4)c3)CC2)cc1	1%	1.2	-10%	2	7%	0%	-22%	-1%	35*
COCCNC(=O)c1cc2n(n1)CCCN(Cc1ccc(C)cc1)C2=O	-2%	1.4	-24%	-5	-4%	-3%	-6%	0%	·
Nc1nnc(SCC(=O)Nc2cc(C(F)(F)F)ccc2N2CCOCC2)s1	-4%	0.5	0%	-12	-5%	-5%	14%	1%	87*
COCc1nnc(NC(=O)C2CC(=O)N(c3ccc(C)c(Cl)c3)C2)s1 (stereo not given)	-5%	·	?	0&0	-5%	-2%	-22%	-6%	·
Cc1ccc2nc3ccc(N4CCCCCCC4)nn3c(=O)c2c1	0%	-0.6	-8%	0	-6%	-4%	-33%	-2%	1
O=C(COc1ccc(Cl)cc1)OCc1cc(=O)n2nc(C3CCCCC3)sc2n1	-7%	-0.6	-1%	1	-1%	-2%	-31%	1%	·
Cc1c(-c2ccc(OCCN3CCOCC3)cc2)c(=O)oc2ccc3ccccc3c12	1%	·	7%	-4	-2%	·	·	1%	·
CCN(CC)C1=CC(=[N+]2CCCC2)CC(C)(C)C1	8%	1.0	?	-24	-6%	3%	-11%	2%	-6
COc1cc2ncnc(NCc3ccccc3C)c2cc1OC	4%	-0.4	1%	-2	-4%	-2%	-2%	1%	16
COCCNC(=S)NC(=O)c1ccc(C(C)(C)C)cc1	?	-0.9	13µM*	-11	5%	163%[activator]	-54%	-12%	10
CCOc1ccc2nc(NC(=O)C34CC5CC(CC(NC(C)=O)(C5)C3)C4)sc2c1	4%	·	-18%	-5	3%	-1%	9%	4%	·
COc1ccc(C2/C=C\CC(NC(=O)OCC3c4ccccc4-c4ccccc43)CC(=O)N2Cc2ccccc2F)cc1 (stereo not given)	-3%	·	·	-1	-3%&-5%	-4%	?	-5%	·
Cc1cccc(S(=O)(=O)c2c(N)n(Cc3ccco3)c3nc4ccccc4nc23)c1	-1%	3.1	0%	-8	-7%	4%	?	-26%	4
CCc1nc2c(OCc3ccccc3C)cccn2c1N(C)C(=O)C1CC1	·	·	-1%	-1	0%	·	·	-7%	·
ClCCn1c(CCl)nc2ccc(Cl)cc21	-3%	·	10µM*	-1	-5%	·	·	-8%	·
Cc1cc(NC(=O)COC(=O)CCS(=O)(=O)c2ccc(C)c(C)c2)no1	1%	0.9	2%	-3	-7%	-13%	-13%	3%	-10
CCOc1ccc(NC(=O)CC2C(=O)N(c3ccccc3)C(=O)N2Cc2ccc3c(c2)OCO3)cc1 (stereo not given)	-9%	·	2%	1	2%	2%	-8%	2%	·
CN(Cc1ccc(Cl)c(Cl)c1)C(=O)c1cccc(S(=O)(=O)N2CCN(Cc3ccccc3)CC2)c1	-3%	1.0	31%[activator]	1	-3%	2%	-3%	7%	3
Cc1cccc(N)c1-c1c(C)cccc1N	-3%	0.2	6%	-1	-5%	-9%	0%	6%	-10
CC(C)(C(=O)c1ccccc1)/[N+]([O-])=C/c1ccc(F)cc1	-4%	·	?	-2	-7%	7%	13%	1%	·
Cc1ccc(NCc2cccn2-c2nnc(N3CCC(C(=O)NCCC(C)C)CC3)s2)cc1	·	0.3	-19%	6	·	4%	10%	·	·

Three of the entries above in order of the RGS4 inhibitor value, smallest number first.
Molecule	Vif-A3F inh	12-LOX inh	ERG-DNA inh	RGS4 inhibitor	Vif-A3G inh	D2 antagonist
CC(=O)c1ccc(N2CCN(C(=O)c3cccc(Oc4ccccc4)c3)CC2)cc1	1%	-10%	0%	-22%	-1%	35*
CCOC(=O)c1ccc(N=C2SC(C(=O)Nc3ccc(C(=O)O)cc3)CC(=O)N2Cc2cccs2)cc1 (stereo not given)	2%	-29%	6%	-15%	3%	12
Cc1cc(NC(=O)COC(=O)CCS(=O)(=O)c2ccc(C)c(C)c2)no1	1%	2%	-13%	-13%	3%	-10

These rows are one share of the data (hit frequency here may not be typical).
